Screens as filed in PubChem BioAssay.
Pol iota inh – inhibitors of human DNA polymerase iota; Q9UNA4; Pol iota fluorescent replication assay, 10 min; Potency, µM (top dose mostly 115 µM), for inactives: at the highest dose activity, negative = inhibition, most hits filed as inhibitors; hit rate 1% among 390,000; AID 588590; note: potency is the fitted concentration of half-maximal effect
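Pol iota at 10 nM preincubated 15 min with compounds at room temperature; reaction started with fluorescent substrate, 50 nM final. Fluorescence read kinetically at 0 and 10 min; buffer-only wells as negative control.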
Anesthetic bind – binds horse apoferritin like a general anesthetic; hit rate 0.074% among 350,000; apoferritin/1-aminoanthracene competitive binding, fluorescence; P02791; AID 485281; Potency, µM (top dose mostly 77.5 µM), inactives show at the top dose activity change, negative = displacement, actives largely listed as inhibitors; note: potency is the fitted concentration of half-maximal effect; % is set by controls: 0 for no effect and ±100 for the full control effect; nearly all actives have a fitted effect of over 20% in size
Target sequence (P02791 2-175 limits assumed): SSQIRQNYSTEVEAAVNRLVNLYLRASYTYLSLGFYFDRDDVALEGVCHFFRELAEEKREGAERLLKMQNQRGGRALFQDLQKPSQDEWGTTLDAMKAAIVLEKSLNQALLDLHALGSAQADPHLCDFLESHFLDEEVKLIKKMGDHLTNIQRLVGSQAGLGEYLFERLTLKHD
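10 uM apoferritin + 50% sat. 1-AMA, PBS; cpd 10 min RT; Ex380/Em535 endpoint; normalized to free probe vs complex; 4-param Hill fit; propofol titration as pos. ctrl.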
APE1 inh – APE1 (human) endonuclease inhibition; Potency, µM (highest dose often 65.8 µM), for inactives: at the top dose activity change, negative = inhibition, actives largely listed as inhibitors; hit rate 0.35% among 350,000; P27695; recombinant APE1, TAMRA/BHQ-2 abasic DNA cleavage fluorescence;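 note: potency is the fitted concentration of half-maximal effect; plate controls were vehicle for no effect and reference inhibitor for full effect; nearly all actives have a fitted effect of over 55% in size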
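Activity was derived from the fluorescence gain between first and third kinetic reads (60 s intervals, ex 525/em 598 nm) after 50 nM THF-abasic TAMRA/BHQ-2 duplex was added to 0.75 nM APE1 preincubated 15 min with compound.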
BLM helicase inh – Bloom syndrome helicase (human) inhibition. recombinant BLM DNA unwinding, fluorescence dequenching. AID 2528. hit rate 0.2% among 350,000. Potency, µM (highest dose often 56.1 µM), for the others: at the highest dose activity change, negative = inhibition, hits mostly inhibitors. P54132;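 note: potency is the fitted concentration of half-maximal effect; plate controls were vehicle for no effect and no enzyme for full effect; nearly all actives have a fitted effect of over 35% in size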
POLB inh – blocks human DNA polymerase beta activity. Potency, µM (titrated, usually from 114 µM), without a hit: at the highest dose activity change, negative = inhibition, usual class: inhibitors. Pol beta primer extension/strand displacement, fluorescence kinetic. hit rate 1.3% among 340,000. P06746; note: potency is the fitted concentration of half-maximal effect; % is set by controls: 0 for no effect and ±100 for the full control effect
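Curves were derived by four-parameter Hill fits of normalized qHTS data. The kinetic fluorescent primer-extension read was taken at 0 and 10 min after 50 nM substrate, following a 15 min room-temperature preincubation of 10 nM enzyme with compounds.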
12-LOX inh – inhibitors of human 12S-lipoxygenase ALOX12; P18054; hit rate 1.1% among 580,000; AID 1671190; Potency, µM (top dose mostly 108 µM), for the others: at the top dose activity change, negative = inhibition, actives largely listed as inhibitors; purified 12hLO, xylenol orange hydroperoxide absorbance; note: potency is the fitted concentration of half-maximal effect; % is set by controls: 0 for no effect and ±100 for the full control effect
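Hydroperoxide product was detected by ferrous iron/xylenol orange as the 573 to 405 nm absorbance ratio. Arachidonic acid at 40 uM (final) was turned over for 30 min at room temperature by 150 nM human 12hLO, pH 7.0 Hepes buffer, after 15 min compound preincubation.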
TRHR agonist – activates the human TRH receptor; hit rate 0.18% among 360,000; AID 493084; TRHR cells, calcium flux fluo-8, FDSS agonist mode; activation, % at 2 µM; P34981; in the data active = activation above about 30%; note: 0% is about no effect
Target sequence (P34981 whole entry, looked up): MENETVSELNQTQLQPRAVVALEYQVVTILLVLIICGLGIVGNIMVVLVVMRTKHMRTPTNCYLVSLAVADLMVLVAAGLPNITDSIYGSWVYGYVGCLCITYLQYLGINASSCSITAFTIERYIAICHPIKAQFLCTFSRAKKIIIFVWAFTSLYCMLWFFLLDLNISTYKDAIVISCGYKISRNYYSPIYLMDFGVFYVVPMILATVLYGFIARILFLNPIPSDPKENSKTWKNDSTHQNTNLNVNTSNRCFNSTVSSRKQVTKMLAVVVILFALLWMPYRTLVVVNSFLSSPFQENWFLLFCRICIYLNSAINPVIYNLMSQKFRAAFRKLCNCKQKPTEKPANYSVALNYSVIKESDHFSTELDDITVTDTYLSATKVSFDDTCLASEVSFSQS
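TRHR-expressing cells loaded with fluo-8 calcium dye; 23 nL library compound pin-transferred, kinetic FDSS fluorescence (Ex 480/Em 530) recorded about 180 s for agonist-induced calcium release, before a 10 nM TRH EC20 addition for potentiator mode.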
POLK inh – DNA polymerase kappa (human) inhibition; purified Pol kappa, fluorescent DNA synthesis assay, 10 min; Potency, µM (top dose mostly 107 µM), without a hit: top-dose activity, negative = inhibition, actives largely listed as inhibitors; hit rate 0.53% among 400,000; AID 588579; note: potency is the fitted concentration of half-maximal effect; % is set by controls: 0 for no effect and ±100 for the full control effect
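Fluorescent qHTS in 1536-well format: enzyme (10 nM) and compound sat 15 min at room temperature before 50 nM substrate (final) was added. Signal taken at 0 and 10 min; no-enzyme buffer wells were negative controls.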
ERG Ets-DNA blk – blocks human ERG Ets domain binding to DNA; hit rate 0.028% among 370,000; fluorescence polarization, His-ERG Ets domain / labelled DNA; P11308; Potency, µM (series often up to 76.9 µM), inactives show top-dose FP activity, negative = inhibition, most hits filed as inhibitors; active = well fitted inhibition curve with a large enough effect in the polarisation, with a control signal flat; inconclusive = small, poorly fitted or top-dose-only effect, or effect the other way, or a change in a side signal; inactive = no such curve, though single readings can be large or run the other way; the % refers to the polarisation;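 note: polarization taken with two DNA probes labelled with fluorescein and Texas red; potency is the fitted concentration of half-maximal effect; % of control where 0% means no effect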
Target sequence (P11308 whole entry, looked up, the tested form may be a part): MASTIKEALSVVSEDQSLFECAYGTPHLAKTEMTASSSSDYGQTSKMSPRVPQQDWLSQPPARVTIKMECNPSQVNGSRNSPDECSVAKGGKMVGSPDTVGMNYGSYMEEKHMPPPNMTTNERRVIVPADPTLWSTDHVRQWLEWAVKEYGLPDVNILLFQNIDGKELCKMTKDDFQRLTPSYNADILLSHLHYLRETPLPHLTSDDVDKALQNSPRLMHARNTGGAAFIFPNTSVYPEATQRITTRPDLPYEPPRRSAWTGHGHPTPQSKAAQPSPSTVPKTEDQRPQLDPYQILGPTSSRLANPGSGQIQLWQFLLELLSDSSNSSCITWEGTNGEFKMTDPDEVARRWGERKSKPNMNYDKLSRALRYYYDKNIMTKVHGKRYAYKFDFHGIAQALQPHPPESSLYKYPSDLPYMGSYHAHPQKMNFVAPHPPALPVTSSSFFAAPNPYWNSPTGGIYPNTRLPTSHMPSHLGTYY
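His-tagged ERG Ets domain (1 uM in the protein solution; 300mM KCl, 50mM Tris-HCl, 1mM EDTA, 1mM DTT, pH 7.5) received compound, then a probe mix of 5 nM fluorescein-DNA and 100nM Texas-615-DNA. Fluorescence polarization was read for both dyes.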
* = called active by the depositor; ? = inconclusive; . = not tested or not shown; [ ] = remark or other dose. Unless noted, calls come from the whole dose curve; as a rule, active = well fitted curve in the direction sought with a large enough effect; inconclusive = small, poorly fitted or top-dose-only effect, or another doubt; inactive = no such curve, though single readings can be large; an effect the other way counts as inactive or inconclusive. This is a subset, so the mix of outcomes need not match the whole.

Every second line gives: Pol iota inh | Anesthetic bind | APE1 inh | BLM helicase inh | POLB inh | 12-LOX inh | TRHR agonist | POLK inh | ERG Ets-DNA blk
CCn1ncc(Br)c1C(=O)Nc1cc(C)ccc1F
→ 10% | -17% | -3% | -8% | 33% | 303%[activator] | -0.2 | 4% | -9%
O=C(CC1C(=O)NCCN1Cc1ccccn1)NCCc1ccccc1F (stereo not given)
→ 16% | -21% | 39% | -6% | 8% | 9% | 0.8 | 0% | 3%
COc1cc(C2/C(=C(/O)c3ccccc3)C(=O)C(=O)N2c2ccccn2)ccc1O (stereo not given)
→ 33%[activator] | -8% | -12% | -5% | 35% | 8% | 0.3 | -3% | -2%
Cc1cccc(C)c1NC(=O)CN(C)S(=O)(=O)c1ccc(-c2ccc(=O)[nH]n2)s1
→ ? | -15% | 15% | -4% | -2% | 0% | -0.2 | 6% | -11%
CCOc1ccc(NC(=O)CCS(=O)(=O)c2cccc3nonc23)cc1
→ -15% | -3% | . | -2% | 7% | -20% | -0.5 | -5% | -10%
CC(=O)Oc1cccc(N2C(=O)C3C4C=CC(C4)C3C2=O)c1 (stereo not given)
→ 0% | ? | 0% | -3% | 17% | 0% | -0.2 | -17% | 5%
Cc1ccc(NC(=O)Cn2c(=O)n(CCCS(=O)(=O)C3CCCCC3)c(=O)c3ccccc32)cc1F
→ 13% | ? | . | -3% | -24% | -16% | 0.4 | 0% | -3%
O=C1c2ccccc2C(=O)c2c1cccc2-n1nnc2ccccc21
→ 61%[activator] | 6% | -6% | -2% | -1% | 0% | 0.7 | 3% | 3%
COc1ccc(-n2c(=O)c3c(c4cc(OC)ccc4n3C)n(Cc3cc(C)ccc3C)c2=O)cc1
→ 8% | -4% | . | -1% | -9% | -12% | -0.1 | -7% | 3%
O=c1c(C/C=C/c2ccccc2)c(O)ccn1Cc1cccc(Cl)c1
→ 2% | -3% | -3% | -7% | 43% | -28% | -0.3 | -16% | 2%
COC(=O)c1c(C)oc2ccc(N(C(=O)c3ccncc3)S(=O)(=O)c3ccc(Br)cc3)cc12
→ 10% | 32%[activator] | . | -3% | -9% | -25% | 0.6 | -2%[60.1 µM] | -1%
CCCCNS(=O)(=O)c1ccc(OC)cc1
→ 1% | -16% | -3% | -1% | 7% | 0% | -0.4 | -3% | -3%
CC(C)(Cc1ccc(O)cc1)NC(=O)CC(=O)N/N=C/c1ccc([N+](=O)[O-])cc1
→ 11% | ? | 33%[activator] | -11% | -15% | 1% | 1.1 | -2% | -1%
Cc1ccc2nc(NC(=O)COC(=O)c3ccc(Br)o3)sc2c1
→ ? | ? | -9% | -4% | -26% | ? | -0.6 | -15% | -8%
COc1ccc(OC)c(CNC(=O)c2cc3c(-c4ccc(OC)c(OC)c4)nn(C)c3s2)c1
→ 15% | 63%[activator] | . | -13% | -17% | -21% | -0.4 | -11% | -5%
O=C(Cc1ncc(C(F)(F)F)cc1Cl)NCc1cccnc1
→ 31%[activator] | -8% | 21% | -10% | -8% | 44%[activator] | -0.7 | -2%[60.1 µM] | -9%
Clc1ccc(-c2nc3ccccn3c2CN2CCSCC2)cc1
→ -8% | 4% | 6% | -7% | 10% | -11% | -1.4 | 9% | -7%
O=C(c1ccc([N+](=O)[O-])s1)N1CCN(c2cccc(Cl)c2)CC1
→ 8% | 5% | 13% | 0% | -3% | -16% | -0.4 | -6% | -13%
COc1ccc(-c2ccc3c(c2)S(=O)(=O)c2cccc(C(=O)NCc4ccccc4Cl)c2C3=O)cc1OC
→ 10µM* | . | -41% | . | . | ? | 1.2 | -2% | -3%
N#C/C(=C\c1ccc(N2CCOCC2)o1)C(=O)NCC1CCCO1 (stereo not given)
→ 7% | 59%[activator] | 11% | -13% | ? | -21% | -0.4 | -14% | -12%

Structures listed above printed as active in Pol iota inh:
| compound | Pol iota inh | APE1 inh | BLM helicase inh | 12-LOX inh | TRHR agonist | POLK inh | ERG Ets-DNA blk |
| --- | --- | --- | --- | --- | --- | --- | --- |
| COc1ccc(-c2ccc3c(c2)S(=O)(=O)c2cccc(C(=O)NCc4ccccc4Cl)c2C3=O)cc1OC | 10µM* | -41% | . | ? | 1.2 | -2% | -3% |

Compound profiles (already shown). Order of values: Pol iota inh	Anesthetic bind	APE1 inh	BLM helicase inh	POLB inh	12-LOX inh	TRHR agonist	POLK inh	ERG Ets-DNA blk
CC(C)(Cc1ccc(O)cc1)NC(=O)CC(=O)N/N=C/c1ccc([N+](=O)[O-])cc1 in the list: 11%	?	33%[activator]	-11%	-15%	1%	1.1	-2%	-1%
COc1ccc(-n2c(=O)c3c(c4cc(OC)ccc4n3C)n(Cc3cc(C)ccc3C)c2=O)cc1 in the list: 8%	-4%	.	-1%	-9%	-12%	-0.1	-7%	3%
CCCCNS(=O)(=O)c1ccc(OC)cc1 in the list: 1%	-16%	-3%	-1%	7%	0%	-0.4	-3%	-3%
Cc1ccc2nc(NC(=O)COC(=O)c3ccc(Br)o3)sc2c1 in the list: ?	?	-9%	-4%	-26%	?	-0.6	-15%	-8%
N#C/C(=C\c1ccc(N2CCOCC2)o1)C(=O)NCC1CCCO1 (stereo not given) in the list: 7%	59%[activator]	11%	-13%	?	-21%	-0.4	-14%	-12%

Single entries from the entries so far:
In Pol iota inh, COc1ccc(-c2ccc3c(c2)S(=O)(=O)c2cccc(C(=O)NCc4ccccc4Cl)c2C3=O)cc1OC shows 10µM*
In ERG Ets-DNA blk, CC(=O)Oc1cccc(N2C(=O)C3C4C=CC(C4)C3C2=O)c1 (stereo not given) shows 5%
In Anesthetic bind, N#C/C(=C\c1ccc(N2CCOCC2)o1)C(=O)NCC1CCCO1 (stereo not given) shows 59%[activator]
In TRHR agonist, COc1ccc(-n2c(=O)c3c(c4cc(OC)ccc4n3C)n(Cc3cc(C)ccc3C)c2=O)cc1 shows -0.1

Next structures follow:
Every second line gives: Pol iota inh | Anesthetic bind | APE1 inh | BLM helicase inh | POLB inh | 12-LOX inh | TRHR agonist | POLK inh | ERG Ets-DNA blk
CS(=O)(=O)N(CC(=O)NCCSCc1ccccc1Cl)c1ccccc1F
→ 0% | -6% | 1% | -2% | 40% | 4% | 0.1 | 9% | 1%
O=[N+]([O-])c1ccc(N2CCCC2)cc1NCc1ccccc1
→ 5% | -12% | 11% | -7% | 91% | 153%[activator] | -0.2 | -7% | 2%
c1ccc(-c2nn[nH]n2)cc1
→ -20%[58.9 µM] | -5% | 3% | -2% | 3% | -1% | -0.6 | -6% | 12%
CCCC(=O)N/N=C1\CS(=O)(=O)N(C)c2ccsc21
→ 14% | -4% | -6% | -7% | 6% | -6% | -2.2 | -13% | -6%
CCCCCCCNC(=O)C1(CC2CC(c3cccc(Br)c3)=NO2)CCN(C(=O)Cc2ccc(F)cc2)CC1 (stereo not given)
→ 8% | . | 22% | . | . | . | 1.6 | 6% | -8%
NC(=O)CC(NC(=O)Cc1cccc2ccccc12)c1ccc(N2CCC(N3CCCCC3)CC2)c([N+](=O)[O-])c1 (stereo not given)
→ 11% | -18% | -2% | -11% | 24% | -19% | 0.1 | -5% | -17%
Cc1ccnc(Cc2ccccc2)n1
→ -1% | 1% | -17% | -1% | 2% | 0% | -2.1 | -6% | -6%
CCCCCCS(=O)Cc1ccccc1 (stereo not given)
→ -9% | -6% | 6% | 1% | -1% | 0% | -0.1 | -4% | 3%
O=C(c1cccs1)N1CCN(C(=O)c2ccco2)c2ccccc2C1
→ 17% | -7% | -4% | 0% | 23% | 0% | 0.0 | -7% | 0%
CCOC(OCC)P(=O)(c1ccccc1)c1ccccc1
→ 7% | -18% | 0% | 1% | -5% | -2% | -0.4 | -9% | -11%
CCOC(=O)c1cnc2cc(C(F)(F)F)ccc2c1N1CCN(c2ccc(F)cc2)CC1
→ -25% | 11% | . | -6% | 2% | ? | -2.7 | -2% | -2%
COc1ccc(C(=O)/C=C/c2ccccc2)c(OC)c1
→ -30% | -20% | -2% | -8% | -18% | 0% | 0.0 | -3% | 14%
Cc1ccc(Cn2nnc3c(=O)n(CC(=O)OCc4ccccc4)cnc32)cc1
→ -10% | 1% | 1% | -10% | 21% | 1%[57.4 µM] | 0.3 | -4% | .
COc1ccc(C(=O)NCc2ccc3c(c2)CCN3C(=O)c2ccc(Cl)cc2)c(OC)c1
→ -7% | -14% | . | -7% | 0% | 2% | -0.3 | -10%[60.1 µM] | -4%
Cc1cccc(C)c1NC(=O)C(c1ccccc1)N1CCN(C(=O)c2ccco2)CC1 (stereo not given)
→ 4% | -1% | -4% | 5% | 1% | -3% | -0.5 | -6% | -4%
CN1CCN(c2nc(Nc3ccccc3)nc(N)c2[N+](=O)[O-])CC1
→ 69%[activator] | -10% | 2% | 0% | 13% | 22% | -0.8 | -1% | -2%
CC(C)NC(=O)CN1C(=O)C(=O)c2ccccc21
→ -5% | 3% | -3% | -7% | 1% | -14% | -0.5 | ? | 4%
CC(NC(=O)c1cc(Br)ccc1Br)c1ccccc1 (stereo not given)
→ . | -9% | 0% | -2% | ? | -24% | 0.0 | . | .
CCc1cccc(CC)c1-n1c(SCC(=O)N2CCc3ccccc3C2)nnc1-c1cccnc1
→ -2% | -2% | 1% | -8% | -3% | ? | 0.1 | -15% | -1%
N#CC1=C(N)Oc2c(ccc3cccnc23)C1c1cccnc1 (stereo not given)
→ 31%[activator] | 35%[activator] | 1% | -13% | 32% | ? | -0.3 | -14% | ?
